# Screens (PubChem)
# S3 lipid droplet: qHTS Assay for Lipid Storage Modulators in Drosophila S3 Cells; Drosophila S3 cells, BODIPY lipid droplet fluorescence, 18-24 h; cells fed with added oleic acid; Potency in µM for hits, for the others lipid storage change, negative = inhibition, % at the top dose, mostly 46.1 µM; actives 0.64% (n = 320,000); AID 2685; active = well fitted inhibition curve with a large enough effect in the signal ratio, with a control signal flat, not every such curve was filed as active; inconclusive = small, poorly fitted or top-dose-only effect, or effect the other way, or a change in a side signal; the % refers to the signal ratio
#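 Drosophila S3 cells loaded with oleic acid (400 uM, as added) and compounds at several concentrations; lipid droplets imaged by 488-nm laser-scanning cytometry, 500–530 nm intensity and object ratio to cell channel. Percent activity normalized to 20 uM Triacsin C.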
# S3 lipid droplet cell count max: recorded beside S3 lipid droplet, whose call it bears; cell number change, %; measured here: cell count max response;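 cells counted by Cell Tracker Red CMTPX staining in the red channel; peak over a dose series mostly up to 46.1 µM; percent activity relative to internal control wells on each plate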
# * marks the source's active call; other numbers are inactive results; i = inactive; ? = inconclusive; . = no result given. % is scaled to controls: 0 for no effect and ±100 for the full control effect; potency is read from the fitted curve at half-maximal effect.
SMILES,S3 lipid droplet,S3 lipid droplet cell count max
Cc1ccc(C2C(C#N)=C(N)N(c3ncn[nH]3)C3=C2C(=O)CC(C)(C)C3)cc1 (stereo not drawn),i,.
Cc1ccc2[nH]c(O)c(N=NC(=O)C3CC3c3ccccc3)c2c1Br (stereo not drawn),?,.
CCC(CC)C(=O)c1c[nH]c(C(=O)N2CCN(c3ccccc3)CC2)c1,11.7%,17.1
Cc1cccc(OCC(=O)NCCCNC(=O)c2ccccn2)c1,27.0%,2.1
CCC1SC(=NC(=O)c2ccc(Cl)c(Cl)c2)NC1=O (stereo not drawn),27.3%,18.4
CCC(C)Sc1nc2c(c(=O)[nH]c(=O)n2C)n1CC(O)COc1cccc2ccccc12 (stereo not drawn),6.7%,-29.7
O=[N+]([O-])c1ccc(C2CCCC/C2=N/O)c([N+](=O)[O-])c1 (stereo not drawn),?,.
Cc1ccc2c(c1)N(CCC(=O)NCC1COc3ccccc3O1)C(=O)CO2 (stereo not drawn),?,.
COc1ccc(C(=O)NCc2nnc(SCC(=O)Nc3nnc(C)s3)o2)cc1,?,.
O=c1ccc(/C=C/c2ccccc2)nn1Cc1ccccc1Cl,?,.
COc1ccc(-n2c(SCC(=O)Nc3cc(C)on3)nc3ccc(O)cc3c2=O)cc1OC,?,.
COc1ccccc1CNc1ncc(-c2ccccc2)n1C,?,.
COc1ccc2[nH]c(C)c(CCNC(=S)Nc3cccc(C)c3)c2c1,?,.
Cc1ccc(S(=O)(=O)N2CCN(C(=O)CN3C(=O)NC4(CCCC4)C3=O)CC2)c(C)c1,?,.
CCc1cccc(OC2OC(CO)C(O)C(O)C2NC(C)=O)c1 (stereo not drawn),?,.
COc1cccc(OCC(O)CN2CC(C)CC(C)C2)c1 (stereo not drawn),4.7%,-0.3
CCN(CC(=O)Nc1c(F)cccc1F)C(=O)Cc1n[nH]c(=O)c2ccccc12,16.8%,4.0
O=C(CSc1ccc(F)cc1)NC12CC3CC(CC(C3)C1)C2,-8.1%,-6.1
O=C(Cn1ccc2ccccc2c1=O)NCCC(=O)Nc1ccc(F)cc1F,?,.
CCC1CCCCN1C(=O)CCc1nnc(Cc2cc(OC)ccc2OC)o1 (stereo not drawn),?,.
Cc1cc(C)cc(OCC(=O)NCC2CCCO2)c1 (stereo not drawn),15.7%,-10.9
Cc1ccc(C(c2nnnn2CS(=O)(=O)c2ccc(C)cc2)N2CCC(C)CC2)cc1 (stereo not drawn),?,.
CS(=O)(=O)N1CCC(C(=O)O)CC1,?,.
COc1cc(C(=O)NNC(=O)COc2cccc(F)c2)ccc1OCC(=O)N1CCOCC1,-20.1%,5.9
S=C(Nc1cccc2ccccc12)NC1CCCCC1,?,.
SMILES,S3 lipid droplet,S3 lipid droplet cell count max
COC(=O)c1sccc1S(=O)(=O)Nc1ccc(Cl)cc1,-0.1%,-4.2
Cc1ccc(N(C(C)C(=O)O)S(=O)(=O)c2c(C)[nH]c(=O)[nH]c2=O)cc1 (stereo not drawn),?,.
O=C(CSc1ccc2ccccc2n1)N/N=C/c1ccc(O)cc1,?,.
CCO[C@H]1OC(C(=O)N2CCOCC2)=C[C@@H](c2cn(C(C)=O)c3ccccc23)[C@@H]1CCCO,13.0%,-4.6
CC(C)c1ccccc1OCC(=O)NN1C(=O)c2ccccc2C1=O,?,.
Cc1nn(-c2ccccc2)c(C)c1C(=O)OCC(N)=O,5.4%,16.7
Cc1ccccc1NS(=O)(=O)c1ccc2[nH]cc(C(=O)NCCc3ccccc3)c(=O)c2c1,?,.
Cc1cc(N/N=C/c2ccccc2)nc(N2CCOCC2)n1,?,.
CCCCC(=O)Nc1nn(C)c2nc3c(C)cccc3cc12,?,.
O=C(CSc1nc2ncc(Cl)cc2[nH]1)Nc1cccc(F)c1,?,.
O=S(=O)(c1ccc(C2CCCCC2)cc1)N1CCOCC1,?,.
CCC(=O)N/N=C(\C)CC(=O)Nc1ccc(Cl)cc1,17.7%,16.8
Cn1nnnc1SCc1csc(C2C(C#N)=C(N)OC3=C2C(=O)CCC3)c1 (stereo not drawn),13.7%,8.7
O=c1c2c3c(sc2ncn1/N=C/c1ccncc1)CCCC3,?,.
CCN1C(=NCc2cccc(Cl)c2)N[C@@H](c2cccc(F)c2)C(C(=O)OC)=C1C,?,-13.0
CN(C)c1ccc(NC(=S)NC(=O)/C=C/c2ccco2)cc1,4.4%,.
Cc1ccc(/C=N\Nc2nc3ccc(Cl)cc3[nH]2)o1,?,.
CC1CCCC(C)N1C(=O)COC(=O)COc1ccccc1C#N (stereo not drawn),?,.
O=C(CCCC(=O)N(CC(=O)NC1CCCCC1)CC1CCCO1)Nc1ccccn1 (stereo not drawn),?,.
CCCn1c(O)c(N=Nc2ccc3ccccc3n2)c2ccccc21,?,.
CCSc1nnc(NC(=O)[C@H](C)N2C(=O)C3CC=CCC3C2=O)s1 (stereo partly drawn),14.8%,.
CCOC(=O)c1c(S(=O)(=O)N2CCN(C3CCCCC3)CC2)c(C)n(C)c1C,?,.
O=C(/C=C/c1cccs1)NC1CCS(=O)(=O)C1 (stereo not drawn),-0.4%,13.6
C1CCCC(NC2=NCCO2)CCC1,?,.
COC(=O)c1cc(C(=O)c2ccc(C(C)(C)C)cc2)c[nH]1,13.8%,4.0

# Continued, starting with the last two of the part before.
SMILES,S3 lipid droplet,S3 lipid droplet cell count max
C1CCCC(NC2=NCCO2)CCC1,?,.
COC(=O)c1cc(C(=O)c2ccc(C(C)(C)C)cc2)c[nH]1,13.8%,4.0
CCC(=O)Nc1nnc(S(=O)(=O)N2CCCCCC2)s1,?,.
C[C@@]12CCC3[C@@](CCC4[C@@]3(C)CCC[C@@]4(C)C(=O)Nc3ccc(Cl)cc3)(CC1=O)C2 (stereo partly drawn),i,16.0
COc1cc(CCC(=O)Nc2cc(Cl)ccc2N2CCN(C)CC2)cc(OC)c1OC,i,.
CCOc1ccnc(OCC)c1Br,3.0%,14.1
CCCCN(CCCC)C(=O)c1cn(CC)c2cc(N3CCN(C)CC3)c(F)cc2c1=O,-1.9%,3.4
CCOC(=O)C1CCN(C(=O)c2ccc(OCC(=O)Nc3cccc(C(F)(F)F)c3)cc2)CC1,?,.
CC(C(=O)NCC1(c2ccccc2)CCCC1)N1CCCC1 (stereo not drawn),?,.
Cn1c(=O)c2c(nc(CN3CCN(Cc4ccccc4)CC3)n2Cc2cccc(Cl)c2)n(C)c1=O,19.8%,.
Cc1cc(C)c(C#N)c(Nc2cccc(Br)c2)n1,i,3.0
C[N+](C)(C)CCNC(=O)c1cc[n+](Cc2ccccc2)c(/C=N/O)c1,i,4.7
CCn1cc(C(=O)N2CCN(c3ccccc3)CC2)c(=O)c2cc(S(=O)(=O)N3CCOCC3)ccc21,?,.
COc1ccc(CCNC(=O)c2ccc(CNS(=O)(=O)c3ccccc3)cc2)cc1OC,?,.
CCN(CC)c1ccc(/C=C2\C(=O)c3ccc(C(=O)O)cc3C2=O)cc1,?,.
O=C1OC(N2CCN(c3ccccn3)CC2)c2ccccc21 (stereo not drawn),?,.
CCOc1ccccc1N(C(=O)c1snc(C(N)=O)c1N)C(C(=O)NCCC(C)C)c1ccco1 (stereo not drawn),?,.
CSc1cccc(NC(=O)C2CCN(C(=O)c3ccccc3C)CC2)c1,16.5%,.
C[N+]1(CC(=O)OC2CCCCCCCCCCC2)CCCC1,-3.0%,-4.4
C[C@H]1C=C(C(=O)NC2CC2)O[C@@H](OCc2ccc(CO)cc2)C1,-7.0%,6.0
Cc1cccc(NC(=O)C(C)Oc2ccccc2C)n1 (stereo not drawn),?,.
Cc1ccc(-c2nnn(CC(=O)Nc3ccc4nn(-c5ccccc5)nc4c3)n2)o1,14.7%,-23.8
COc1ccc(C2C3=C(CCCC3=O)Nc3nc(SCc4ccccc4)nn32)cc1OC (stereo not drawn),i,.
COc1ccc(NC(=O)C2CCCN(S(=O)(=O)c3c(C)[nH]c(=O)[nH]c3=O)C2)cc1 (stereo not drawn),?,.
CC(C)(C)C(=O)N1CCN(c2ccnc3cc(Cl)ccc23)CC1,?,.
O=C(NCc1ccccc1)c1csc2c1CCCC2,3.8%,6.9
CCN1C(=O)/C(=C\c2cccc(OC(=O)c3ccco3)c2)SC1=S,?,.
SMILES,S3 lipid droplet,S3 lipid droplet cell count max
O=C(Nc1cccnc1)Nc1cc(Cl)cc(Cl)c1,?,.
O=C(Nc1nnc(-c2ccc(F)cc2)o1)c1cc(Cl)sc1Cl,?,.
CCn1c(=O)cc(N2CCC3(CC2)OCCO3)[nH]c1=O,?,.
COc1ccc(C2C3=C(CC(C)(C)CC3=O)Oc3ncn(CCCn4ccnc4)c(=N)c32)cc1 (stereo not drawn),?,.
O=[N+]([O-])c1cc(C(F)(F)F)ccc1SCC(O)CO (stereo not drawn),?,.
N#CC1(c2ccccc2)CCCN1C(=O)c1ccco1 (stereo not drawn),?,.
CC(=O)c1cccc(N(C(=O)Cn2nnc3ccccc32)C(C(=O)NC2CCCCC2)c2cn(C)nc2C)c1 (stereo not drawn),i,-13.2
Cc1c(C)c2c(OCC(=O)N[C@@H](Cc3ccccc3)C(=O)O)cc3c(c2oc1=O)CCC(C)(C)O3,?,.
C/C(=C(\C#N)C(=O)NCc1ccccc1)N(C)C,i,27.9
O=C(N/N=C/c1ccc(Br)cc1)c1cc[n+](Cc2ccccc2)cc1,-1.0%,-20.2
O=S(=O)(N/N=C\c1cccnc1)c1ccccc1,6.1%,4.5
CC(=O)c1cccc(NC(=O)C2COc3ccccc3O2)c1 (stereo not drawn),?,.
CC(C)N=C(NS(=O)(=O)c1ccccc1)C(Cl)(Cl)Cl,?,.
N=C1C(c2nc3ccccc3[nH]2)=C(O)CN1c1ccccc1,?,.
Cc1ccccc1/C=N\NC(=O)c1ccc(Cn2cccn2)o1,?,.
CCS(=O)(=O)C1=NN2C(=N)/C(=C\c3ccc(OS(=O)(=O)c4ccccc4)c(OC)c3)C(=O)N=C2S1,?,.
Cn1c(N)c(C(=O)COC(=O)c2ccc3c(c2)OCCO3)c(=O)n(C)c1=O,?,.
COC(=O)c1nc2cc3c(cc2c(C)c1C(=O)OC)OCO3,?,.
COC(=O)CC1SC(=O)NC1=Nc1ccc(O)cc1 (stereo not drawn),6.8%,-8.5
CCOc1ccc(S(N)(=O)=O)cc1-c1nc2c(C(C)(C)C)nn(C)c2c(=O)[nH]1,2.0%,16.9
O=C(CN1CCN(c2ccc(O)cc2)CC1)Nc1ccccc1C(=O)NCCc1ccccc1,19.2%,-5.7
CC12CN(Cc3ccccc3)CC(C)(CN(Cc3ccccc3)C1)C2=O,?,.
CCCCCCCC(=O)N/N=C/c1ccncc1,2.8%,2.2
CCCCN1C(=O)CC(C(=O)O)C1c1ccc(OC)cc1 (stereo not drawn),?,.
CCN1CCC2(CC1)N=C(c1ccc(F)cc1)C(=S)N2C(=O)c1ccc(C)cc1,?,.

# Shown with two lines to a compound: 17 of the compounds above.
# Results follow in this order: S3 lipid droplet, S3 lipid droplet cell count max
C/C(=C(\C#N)C(=O)NCc1ccccc1)N(C)C
 : i, 27.9
O=C(N/N=C/c1ccc(Br)cc1)c1cc[n+](Cc2ccccc2)cc1
 : -1.0%, -20.2
O=S(=O)(N/N=C\c1cccnc1)c1ccccc1
 : 6.1%, 4.5
CC(=O)c1cccc(NC(=O)C2COc3ccccc3O2)c1 (stereo not drawn)
 : ?, .
CC(C)N=C(NS(=O)(=O)c1ccccc1)C(Cl)(Cl)Cl
 : ?, .
N=C1C(c2nc3ccccc3[nH]2)=C(O)CN1c1ccccc1
 : ?, .
Cc1ccccc1/C=N\NC(=O)c1ccc(Cn2cccn2)o1
 : ?, .
CCS(=O)(=O)C1=NN2C(=N)/C(=C\c3ccc(OS(=O)(=O)c4ccccc4)c(OC)c3)C(=O)N=C2S1
 : ?, .
Cn1c(N)c(C(=O)COC(=O)c2ccc3c(c2)OCCO3)c(=O)n(C)c1=O
 : ?, .
COC(=O)c1nc2cc3c(cc2c(C)c1C(=O)OC)OCO3
 : ?, .
COC(=O)CC1SC(=O)NC1=Nc1ccc(O)cc1 (stereo not drawn)
 : 6.8%, -8.5
CCOc1ccc(S(N)(=O)=O)cc1-c1nc2c(C(C)(C)C)nn(C)c2c(=O)[nH]1
 : 2.0%, 16.9
O=C(CN1CCN(c2ccc(O)cc2)CC1)Nc1ccccc1C(=O)NCCc1ccccc1
 : 19.2%, -5.7
CC12CN(Cc3ccccc3)CC(C)(CN(Cc3ccccc3)C1)C2=O
 : ?, .
CCCCCCCC(=O)N/N=C/c1ccncc1
 : 2.8%, 2.2
CCCCN1C(=O)CC(C(=O)O)C1c1ccc(OC)cc1 (stereo not drawn)
 : ?, .
CCN1CCC2(CC1)N=C(c1ccc(F)cc1)C(=S)N2C(=O)c1ccc(C)cc1
 : ?, .

# Other compounds follow:
SMILES,S3 lipid droplet,S3 lipid droplet cell count max
CNS(=O)(=O)c1ccc(C(=O)NCC(=O)NCC2COc3ccccc3O2)cc1 (stereo not drawn),?,.
Cc1ccccc1CN(c1ccc(C(=O)Nc2ccccc2C(=O)NCc2ccco2)cc1)S(C)(=O)=O,i,-13.2
Cc1ccc(N2C(=O)CC(Sc3nc(-c4ccccc4)c4cc(Cl)ccc4n3)C2=O)c(C)c1 (stereo not drawn),2.9%,-10.2
COc1cccc(-c2nc(CS(=O)(=O)CC(=O)N3CCc4ccccc4C3)c(C)o2)c1,?,.
Cc1ccc(CNC(=O)C(Cc2ccccc2)NS(=O)(=O)c2ccc3c(c2)CCC(=O)N3)cc1 (stereo not drawn),?,.
C[C@H](NC(=O)OC(C)(C)C)C(=O)NCC1CCC(C(=O)N[C@@H](Cc2ccccc2)C(=O)O)CC1 (stereo partly drawn),?,.
CN(C)C(=O)c1ccc(NC(=O)c2cc(-n3cnnc3)ccc2Cl)cc1,?,.
Cc1ccc(OCCC(=O)OCC(=O)Nc2cc(S(=O)(=O)N(C)C)ccc2C)cc1,19.0%,.
O=C(NCc1cccnc1)c1ccc(NC(=O)c2ccc(Br)cc2)cc1,?,.

# This is a subset; the hit share may differ from the screen's.
